Screens deposited in PubChem BioAssay by National Center for Advancing Translational Sciences (NCATS).
TRb SRC2 PPI = qHTS for Inhibitors of the Interaction of Thyroid Hormone Receptor and Steroid Receptor Coregulator 2; Thyroid hormone receptor beta (Homo sapiens), P10828; TRbeta-SRC2 peptide binding, fluorescence polarization; receptor liganded with 1 µM T3; Potency, µM (doses to about 106 µM), for inactives: top-dose activity change, negative = inhibition, usual class: inhibitors; hit rate 0.065% among 280,000;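 further: plate controls were bound peptide for no effect and peptide without receptor for full effect; nearly all actives have a fitted effect of over 50% in size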
Target sequence (P10828 whole entry, looked up): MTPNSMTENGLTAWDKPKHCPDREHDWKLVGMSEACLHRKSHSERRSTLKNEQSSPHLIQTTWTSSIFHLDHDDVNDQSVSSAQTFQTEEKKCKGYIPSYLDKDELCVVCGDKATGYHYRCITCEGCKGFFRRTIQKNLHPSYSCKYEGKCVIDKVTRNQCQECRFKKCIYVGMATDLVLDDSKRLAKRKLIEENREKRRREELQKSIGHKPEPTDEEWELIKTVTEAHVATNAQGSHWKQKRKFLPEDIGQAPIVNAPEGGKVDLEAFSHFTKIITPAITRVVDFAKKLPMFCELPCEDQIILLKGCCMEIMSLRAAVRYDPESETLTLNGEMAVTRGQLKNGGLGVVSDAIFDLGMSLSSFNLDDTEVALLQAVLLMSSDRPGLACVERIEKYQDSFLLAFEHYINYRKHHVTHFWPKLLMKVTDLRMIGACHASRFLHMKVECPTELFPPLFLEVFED
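Fluorescence polarization of 20 nM Texas Red SRC2 peptide (20-aa NR interaction domain) bound to 0.6 uM human TRb ligand-binding domain, with 1 uM T3, after 5 hr at ambient temperature; inhibition seen as decreased polarization.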
ALDH1A1 inh = qHTS Assay for Inhibitors of Aldehyde Dehydrogenase 1 (ALDH1A1); Potency, µM (titrated, usually from 75.3 µM), inactives show top-dose activity, negative = inhibition, most hits filed as inhibitors; hit rate 7.3% among 220,000; Purified ALDH1A1, NADH fluorescence, propionaldehyde substrate; Aldehyde dehydrogenase 1A1 (Homo sapiens), P00352; active means well fitted inhibition curve with a large enough effect, not every such curve was filed as active; inconclusive means small, poorly fitted or top-dose-only effect, or another doubt; inactive means no such curve, though single readings can be large or run the other way;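 further: plate controls were no enzyme wells and a reference inhibitor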
Tau ThT inhib = qHTS for Inhibitors of Tau Fibril Formation, Thioflavin T Binding | Microtubule-associated protein tau (Homo sapiens), P10636 | recombinant tau K18 P301L, heparin-induced fibrillization, ThT fluorescence | Potency, µM (highest dose often 57.4 µM), inactives show at the highest dose activity, negative = inhibition, usual class: inhibitors | hit rate 2.1% among 270,000 | AID 1460, 2008; further: nearly all actives have a fitted effect of over 55% in size
Target sequence (P10636 561-689 P618L limits assumed): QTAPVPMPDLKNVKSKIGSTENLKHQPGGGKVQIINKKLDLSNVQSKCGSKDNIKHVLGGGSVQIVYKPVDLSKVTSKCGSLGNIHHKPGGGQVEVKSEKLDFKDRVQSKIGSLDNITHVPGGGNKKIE
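Using a mix of unlabeled (15 uM) and Alexa 594-labeled (0.24 uM) tau K18 P301L, heparin-triggered fibrillization over 6 hr at 37 C was scored by ThT fluorescence.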
L3MBTL1 inh = qHTS Assay for the Inhibitors of L3MBTL1 | Lethal(3)malignant brain tumor-like protein 1 (Homo sapiens), Q9Y468 | AlphaScreen L3MBTL1–H3K9me1 peptide binding | Potency, µM (doses to about 57.1 µM), inactives show at the top dose activity, negative = inhibition, most hits filed as inhibitors | hit rate 0.66% among 230,000 | AID 485360, 2010; further: nearly all actives have a fitted effect of over 60% in size
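AlphaScreen proximity signal between nickel-chelate acceptor and streptavidin donor beads (final 10 ug/mL) reports binding of 50 nM L3MBTL1 to 75 nM biotin-H3 K9me1 peptide; complex incubated with compounds 30 min at room temperature; cefsulodin titration as control.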
GLA spleen mod = qHTS Assay for Inhibitors and Activators of Human alpha-Galactosidase From Spleen Homogenate; hit rate 0.008% among 240,000; Alpha-galactosidase A (Homo sapiens), P06280; Potency, µM (doses to about 80 µM), for the others: top-dose activity change, negative = inhibition, actives largely listed as inhibitors; human spleen homogenate, 4MU-alpha-Gal fluorescence, 40 min;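 further: 0% = enzyme with vehicle and -100% = no enzyme basal signal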
Target sequence (P06280 32-429 limits assumed): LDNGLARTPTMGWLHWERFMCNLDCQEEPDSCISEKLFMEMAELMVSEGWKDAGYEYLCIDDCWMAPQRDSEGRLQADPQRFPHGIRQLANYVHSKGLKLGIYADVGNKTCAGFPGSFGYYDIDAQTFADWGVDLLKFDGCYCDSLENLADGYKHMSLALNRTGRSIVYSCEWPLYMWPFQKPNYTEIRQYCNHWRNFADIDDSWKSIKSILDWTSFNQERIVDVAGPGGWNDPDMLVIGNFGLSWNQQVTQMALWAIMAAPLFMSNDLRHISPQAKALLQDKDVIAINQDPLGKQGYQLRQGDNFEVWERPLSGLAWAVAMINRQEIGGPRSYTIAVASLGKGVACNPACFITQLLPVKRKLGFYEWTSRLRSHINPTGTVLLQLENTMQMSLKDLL
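Inhibition or activation of alpha-galactosidase in human spleen homogenate is scored by 4-MU fluorescence after 40 min at 37C, pH 5.0, with 1 mM substrate. AC50s come from concentration-response fitted to the Hill equation.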
Tau fluor cs = Counterscreen qHTS for Inhibitors of Tau Fibril Formation, Fluorescence Polarization. tau K18 P301L (four-repeat tau fragment) Alexa594 fluorescence, heparin fibrillization. Potency, µM (top dose mostly 57.7 µM), for inactives: at the highest dose activity change, negative = decrease. hit rate 0.93% among 280,000; further: nearly all actives have a fitted effect of over 55% in size
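Human K18 P301L tau (15 uM unlabeled plus 0.24 uM Alexa 594-labeled, final) in 100 mM sodium acetate pH 7 was mixed with compound and 20 uM heparin and incubated 6 hr at 37 C.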
Tau fibril FP = qHTS for Inhibitors of Tau Fibril Formation, Fluorescence Polarization. Microtubule-associated protein tau (Homo sapiens), P10636. K18 P301L tau heparin fibrillization, Alexa594 FP, 6 h. Potency, µM (highest dose often 57.7 µM), without a hit: at the highest dose activity, negative = inhibition, usual class: inhibitors. hit rate 0.39% among 280,000; further: nearly all actives have a fitted effect of over 55% in size
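Human K18 P301L fragment (15 uM unlabeled plus 0.24 uM Alexa 594-labeled) in 100 mM sodium acetate pH 7 with compound, aggregation induced by 20 uM heparin for 6 hr at 37 C. ThT (30 uM) added for 1 hr, then Alexa 594 FP read.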
TexasRed fluor = Total Fluorescence Counterscreen for Inhibitors of the Interaction of Thyroid Hormone Receptor and Steroid Receptor Coregulator 2; Potency, µM (highest dose often 106 µM), for inactives: at the highest dose fluorescence change, negative = quenching; hit rate 0.29% among 280,000; TRb/SRC2 Texas Red total fluorescence interference; active means well fitted curve in either direction with a large enough effect; inconclusive means small, poorly fitted or top-dose-only effect
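Human TRβ ligand-binding domain (0.6 uM) and Texas Red SRC2 peptide (20 nM) in Tris buffer with 1 uM T3 and 5% DMSO were incubated with pinned compound for 5 hr at ambient temperature. Total fluorescence was computed as S + 2P (555/632 nm).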
An asterisk follows results filed as active; ? = inconclusive; . = no result given; & = joins results of further samples; [ ] = remark or other dose. Unless noted, the call rests on the fitted dose curve; in most records, active means well fitted curve in the direction sought with a large enough effect; inconclusive means small, poorly fitted or top-dose-only effect, or another doubt; inactive means no such curve, though single readings can be large; an effect the other way counts as inactive or inconclusive. Unless noted, on the % scale 0 is the no-effect control and ±100 the full control effect; potency means the concentration at half of the fitted maximal effect. Outcome played no part in choosing rows. About 8.5% of those tested had a hit in this group.

SMILES	TRb SRC2 PPI	ALDH1A1 inh	Tau ThT inhib	L3MBTL1 inh	GLA spleen mod	Tau fluor cs	Tau fibril FP	TexasRed fluor
NN1C(=O)NC(c2ccccc2)(c2ccccc2)C1=O	5%	-3%	-2%	.	5%	-4%	-9%	0%
COc1ccc(-c2cc(=O)[nH][nH]2)cc1OC	?	4%	?	.	1%	-24%	?	-4%
c1nc(N2CCCCCC2)c2[nH]cnc2n1	-3%	5%	-10%	1%	0%	0%	4%	1%
O=C(Nc1ccc2nc(-c3ccco3)c(-c3ccco3)nc2c1)N1CCCCCC1	11%	?	7.1µM*	3.5µM*	6%	8.9µM*[quencher]	14µM*	22µM*[quencher]
O=C(Cn1cnc2scc(-c3ccc(Cl)cc3)c2c1=O)N1CCOCC1	5%	.	.	.	14%	-9%	-3%	-1%
N#Cc1ccc(NC(=O)c2nc(-c3ccccc3)n(-c3ccccc3)n2)cc1	17%	?	0%	.	6%	-17%	0%	0%
COc1ccccc1N1CCN(C(=O)C(CCSC)NS(=O)(=O)c2ccc3c(c2)oc(=O)n3C)CC1 (stereo unspecified)	-4%	.	4%	.	.	6%	6%	-28%
COC(=O)c1scc(S(=O)(=O)c2ccccc2)c1N	3%	-2%	0%	-9%	8%	1%	-4%	-3%
NC(=S)Nc1cccc2cc3ccccc3cc12	-2%	?	?	-9%	8%	?	4%	-2%
O=C(OCc1cn(-c2ccc(Cl)c(Cl)c2)nn1)c1ccccc1Cl	4%	-3%	-13%	9%	-1%	-29%	-15%	-4%
Cc1ccc(C)c(SCC(=O)Nc2nnc(-c3ccccc3)o2)c1	-1%	-13%	-4%	-3%[11.4 µM]	1%	6%	11%	-3%
Cc1ccn2c(=O)c(C(=O)NCc3ccccc3Cl)c(O)nc2c1	-6%	.	5%	.	.	3%	3%	-4%
COc1ccccc1C(=O)NCc1nnnn1-c1ccc(C)c(C)c1	4%	.	-2%	.	.	3%	-3%	-1%
CN(C)c1ccc(-c2nc(-c3ccco3)no2)cc1[N+](=O)[O-]	4%	.	13%	.	.	1%	-7%	-2%
CC(=O)N1c2ccc(S(=O)(=O)Nc3ccc(C)c(Cl)c3)cc2CC1C (stereo unspecified)	-15%	.	-6%	.	.	-23%	-4%	16µM*[quencher]
O=C(O)c1ccc(/C=C/c2ccc3cccc(O)c3n2)cc1	-2%	-8%	-3%	.	-2%	-16%	4%	-8%
CN(C)CCCN(C(=O)c1ccc2c(c1)OCCO2)c1nc2ccccc2s1	-1%	.	-5%	.	.	-1%	1%	0%
O=C1CN(C(=O)COC(=O)COc2ccc3c(c2)CCC3)c2ccccc2N1	6%	?	-7%	0%	0%	-20%	-4%	0%
CCN1C(=O)c2n[nH]c(C(=O)OC)c2C1=O	10%	?	3%	14%	1%	-2%	-3%	3%
CCn1cc(C(=O)NCc2ccccc2)c(=O)c2cc(S(=O)(=O)N3CCOCC3)ccc21	-1%	.	-1%	.	.	-11%	-7%	-1%
CCOCCCNC(=O)c1cc(Sc2ccc(F)cc2)nc2ccccc12	8%	-4%	-6%	10%	10%	-17%	1%	1%
COc1ccc(C)cc1Nc1nc(N)c2cc(OC)c(OC)cc2n1	-1%	.	-5%	.	.	20µM*[quencher]	?	-4%
CCN1CCN(C2=NC(=O)/C(=C/c3ccc(C)o3)S2)CC1	-3%	20µM*	?	1%	-5%	-21%	-16%	2%
COc1cccc([C@@H]2Oc3ccc(Br)cc3C(=O)[C@H]2OC(=O)Nc2ccc(OC(F)F)cc2)c1	3%	10%	?	.	-7%	-18%	-6%	-1%
CCS(=O)(=O)c1ccc2c(c1)N(S(C)(=O)=O)CC(C(=O)NC1CC1)O2 (stereo unspecified)	5%	29%	0%	1%	-9%	2%	2%	2%
Cc1c(OCC(=O)OC(C)C)ccc2c3c(c(=O)oc12)CCC3	6%	?	?	28%	17%	-1%	-1%	2%
O=C(CSc1nc(-c2ccccc2)nc2c1Cc1ccccc1O2)Nc1ccccc1	5%	11%	-8%	.	4%	-3%	-1%	0%
Cc1[nH]c2ccccc2c1C1(O)C(=O)N(C(C)C)c2ccccc21 (stereo unspecified)	-1%	?	-11%	.	-1%	-10%	4%	3%
Cc1cc(C)c(C(=O)c2ccc(C(=O)NC(C)(C)C)cc2)c(C)c1	-3%	4%	-6%	.	-3%	-8%	-5%	-1%
CCC(CC)NC(=O)CSc1nnc(-c2ccc(OC)cc2)n1C(C)C	-9%	8%	2%	.	3%	-2%	2%	-2%
COc1cc(NC(=O)C2CCCN(S(=O)(=O)c3cnc[nH]3)C2)cc(OC)c1 (stereo unspecified)	-5%	18%	-5%	.	-2%	-5%	-2%	-2%
CCOC(=O)N1CCc2c(sc3c2c(=O)n(Cc2ccccc2)c(=O)n3Cc2cccc(C)c2)C1	-4%&3%	-11%	-7%&-4%	1%	1%	-6%&-8%	2%&-2%	0%&1%
CCOC(=O)/C(C#N)=C(C)/C=C1\Sc2ccccc2N1CC	-1%	4%	?	0%	6%	-14%	4%	-4%
Cn1c(/C=N/NC(=O)c2ccccc2)nc2ccccc21	0%	?	-11%	3%	-3%	1%	-8%	1%
Cc1cccc(NC(=O)Cn2c(=O)n(CCCS(=O)(=O)C3CCCCC3)c(=O)c3ccccc32)c1	4%	.	-3%	.	.	-22%	-11%	-1%
O=C(Cn1cnc2c(cnn2-c2ccccc2)c1=O)N1CCN(c2ccc(F)cc2)CC1	-9%	6%	-8%	.	16%	-8%	-3%	-1%
COc1ccc(-c2nnc3ccc(SCC(=O)N4CCCCC4)nn23)cc1OC	-5%	5%	2%	-4%	-8%	8%	3%	-9%
Cc1cc(C)c(NC(=O)CSc2nnc(SCC(=O)Nc3c(C)cc(C)cc3C)n2N)c(C)c1	-14%	3%	-9%	.	-2%	-9%	3%	-2%
COc1ccc(CC(=O)NCc2n[nH]c(=S)n2-c2ccc(Br)cc2)cc1	0%	-2%	-10%	.	5%	-10%	-3%	-2%
Cc1cccc(NC(=O)CCc2ccc(S(=O)(=O)NC3CCCCC3)cc2)c1	4%	-5%	-1%	.	-3%	-15%	1%	2%

A different layout for part of the listing above.
| SMILES | TRb SRC2 PPI | ALDH1A1 inh | Tau ThT inhib | L3MBTL1 inh | GLA spleen mod | Tau fluor cs | Tau fibril FP | TexasRed fluor |
| --- | --- | --- | --- | --- | --- | --- | --- | --- |
| Cc1cc(C)c(NC(=O)CSc2nnc(SCC(=O)Nc3c(C)cc(C)cc3C)n2N)c(C)c1 | -14% | 3% | -9% | . | -2% | -9% | 3% | -2% |
| CCOC(=O)/C(C#N)=C(C)/C=C1\Sc2ccccc2N1CC | -1% | 4% | ? | 0% | 6% | -14% | 4% | -4% |
| Cn1c(/C=N/NC(=O)c2ccccc2)nc2ccccc21 | 0% | ? | -11% | 3% | -3% | 1% | -8% | 1% |

Further structures follow:
SMILES	TRb SRC2 PPI	ALDH1A1 inh	Tau ThT inhib	L3MBTL1 inh	GLA spleen mod	Tau fluor cs	Tau fibril FP	TexasRed fluor
Cc1cccc(C)c1N=C1SC(CC(=O)Nc2c(C)cccc2C)C(=O)N1CCc1ccccn1 (stereo unspecified)	3%	2%	-7%	-8%	0%	3%	11%	0%
COc1ccc(C(=O)/C=C/Nc2cc(C)ccn2)cc1	-5%	.	?	11%	4%	?	-11%	1%
Cc1cccc(CN2C(=O)c3ccccc3Sc3ccc(C(=O)NCc4ccco4)cc32)c1	-1%	.	-7%	.	.	-22%	-10%	-1%
CC(=O)c1ccc(N2CCN(C(=O)CCN3C(=S)NC(C)(C)CC3C)CC2)cc1 (stereo unspecified)	0%	-1%	?	15%	1%	-9%	-8%	-6%
CCCOc1ccc(C(=O)OCC(=O)c2c(N)n(C)c(=O)n(C)c2=O)cc1OCC	-2%	3%	-2%	.	-15%	-2%	-6%	0%
CCOC(=O)C1C(=O)C=C(c2ccc(Br)cc2)CC1c1ccco1 (stereo unspecified)	2%	16µM*	?	-6%	3%	-10%	3%	1%
N#Cc1c(N)n[nH]c1-c1cc2c([nH]1)CCCC2	-8%	1%	?	2%	0%	?	12%	-6%
O=C(/C=C/c1cccs1)N1CCOCC1	-2%	17%	6%	11%	3%	9%	4%	2%
COc1ccc(-c2nc(CS(=O)CC(=O)NCCC3=CCCCC3)c(C)o2)cc1 (stereo unspecified)	-1%	?	-18%	-5%	1%	-7%	-2%	-3%
COc1ccc(C(C)=O)cc1COC(=O)c1c(C)noc1C	-9%	22µM*	-5%	1%	14%	2%	1%	-1%
Cc1ccc(S(=O)(=O)N(C)c2ccc(C(=O)N3CCN(Cc4ccc5c(c4)OCO5)CC3)cc2)cc1	-18%	?	?	.	4%	-12%	8%	1%
CC(C)OC(=O)C(C)Nc1ccc(F)c(Cl)c1 (stereo unspecified)	4%	.	2%	17%	5%	-3%	-4%	0%
Cc1ccc(CNC(=O)CCS(=O)(=O)c2ccc(Cl)cc2)cc1	-3%	-6%	2%	-3%	-4%	-1%	1%	-4%
O=C(CCn1c(=O)[nH]c2ccsc2c1=O)N1CCN(c2cccc(Cl)c2)CC1	1%	-5%	-9%	4%	-8%	-14%	0%	1%
C=CCNC(=O)c1ccc(-c2ccc([N+](=O)[O-])cc2)o1	0%	?	?	1%	0%	-1%	-2%	-1%

Two entries from above, with each value named:
Cc1ccc(CNC(=O)CCS(=O)(=O)c2ccc(Cl)cc2)cc1
  TRb SRC2 PPI: -3% | ALDH1A1 inh: -6% | Tau ThT inhib: 2% | L3MBTL1 inh: -3% | GLA spleen mod: -4% | Tau fluor cs: -1% | Tau fibril FP: 1% | TexasRed fluor: -4%

C=CCNC(=O)c1ccc(-c2ccc([N+](=O)[O-])cc2)o1
  TRb SRC2 PPI: 0% | ALDH1A1 inh: ? | Tau ThT inhib: ? | L3MBTL1 inh: 1% | GLA spleen mod: 0% | Tau fluor cs: -1% | Tau fibril FP: -2% | TexasRed fluor: -1%
